High-throughput results as filed in PubChem BioAssay.
TMEM16A inh: mouse TMEM16A channel inhibition, primary screen; normalized B-score (activity score, 25-100; higher = stronger inhibition) at 10 µM; AID 588511; Q8BHY3; 1.2% of 310,000 active; HEK293 TMEM16A/YFP iodide influx fluorescence, ionomycin;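 active = ratio plate-corrected score three or more library SD toward inhibition, starting fluorescence score within five deviations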;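 note: score derived from kinetic fluorescence span divided by baseline fluorescence per well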
TRPC6 inhibitor: blocks the mouse TRPC6 cation channel; Q61143; HEK293-TRPC6, membrane potential dye, ACh-evoked depolarization; active compounds read low; B-score at 10 µM; 1.1% of 310,000 active;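 active = B-score under library mean minus 3 SD, initial fluorescence not abnormally high, positive integrated signal ratio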;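 note: B-score derived from integrated fluorescence ratio over the kinetic read; more negative B-score means stronger inhibition of depolarization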
Target sequence (Q61143 whole entry, looked up): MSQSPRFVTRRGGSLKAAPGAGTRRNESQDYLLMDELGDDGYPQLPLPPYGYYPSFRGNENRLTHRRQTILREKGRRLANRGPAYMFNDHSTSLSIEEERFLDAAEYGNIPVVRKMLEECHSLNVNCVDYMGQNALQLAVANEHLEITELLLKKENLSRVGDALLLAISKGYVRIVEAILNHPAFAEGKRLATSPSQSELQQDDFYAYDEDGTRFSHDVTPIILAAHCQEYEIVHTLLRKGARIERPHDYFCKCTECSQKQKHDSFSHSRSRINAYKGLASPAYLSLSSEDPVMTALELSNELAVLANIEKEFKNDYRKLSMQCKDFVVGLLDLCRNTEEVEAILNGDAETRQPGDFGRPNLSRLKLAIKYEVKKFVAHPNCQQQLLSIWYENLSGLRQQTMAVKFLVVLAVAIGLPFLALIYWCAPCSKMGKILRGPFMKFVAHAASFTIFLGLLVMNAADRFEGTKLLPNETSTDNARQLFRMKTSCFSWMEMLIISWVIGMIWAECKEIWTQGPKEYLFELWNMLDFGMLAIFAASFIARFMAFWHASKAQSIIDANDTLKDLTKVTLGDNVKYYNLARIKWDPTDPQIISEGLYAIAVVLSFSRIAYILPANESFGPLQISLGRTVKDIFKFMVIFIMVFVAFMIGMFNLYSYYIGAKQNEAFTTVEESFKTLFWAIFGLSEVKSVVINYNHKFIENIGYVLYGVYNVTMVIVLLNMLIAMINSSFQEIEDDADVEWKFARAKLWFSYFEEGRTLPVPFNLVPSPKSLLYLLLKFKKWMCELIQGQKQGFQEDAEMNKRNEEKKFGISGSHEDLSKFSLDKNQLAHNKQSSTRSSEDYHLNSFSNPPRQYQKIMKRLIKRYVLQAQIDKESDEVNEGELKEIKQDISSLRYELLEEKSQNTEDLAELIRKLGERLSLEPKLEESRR
TRPC4 agonist: opens the mouse TRPC4 cation channel; AID 2237; HEK293 TRPC4beta/mu-opioid, Fluo4 calcium fluorescence; active compounds read high; 0.49% of 310,000 active; B-score at 10 µM;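 active = B-score above 5 SD of library B-scores, and initial fluorescence ratio not above library mean plus 5 SD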;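 note: positive B-score marks a calcium rise read as TRPC4 activation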
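Assay system: HEK293 cells stably co-expressing mouse TRPC4beta and mu-opioid receptor / Timing: Fluo4 dye loading 45 min at room temperature, 110 s recording / Signal: Fluo4 calcium-sensitive dye fluorescence, kinetic, 1 Hz baseline / Read-out: integrated baseline-normalised fluorescence ratio, converted to per-well B score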
TRPC4 potent: TRPC4 (mouse) allosteric potentiation; Q9QUQ5; HEK293 TRPC4beta/mu-opioid, DAMGO EC20, Fluo-4 Ca2+ flux; active compounds read high; B-score at 10 µM; 0.42% of 310,000 active; AID 2227;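 active = B-score of calcium response area above 5 SD of library B-scores, with initial fluorescence ratio within 5 SD of library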;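 note: B-score of integrated fluorescence ratio over time as area under calcium response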
MrgX1 antagonist: blocks BAM8-22 activation of human MrgX1 receptor. Q96LB2. MRGX1-HEK293 calcium flux, Fluo-4, BAM8-22 antagonism; active compounds read low. B-score at 10 µM. 1.3% of 310,000 active;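 active = calcium-response B-score plate-corrected more than 3 library SD below zero, starting fluorescence within 5 deviations, no agonist response on first addition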;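 note: peak minus trough fluorescence over baseline after final BAM8-22 challenge near maximal dose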
TRPC4 block: blocks the mouse TRPC4 cation channel; HEK293 TRPC4beta/mu-opioid, DAMGO-evoked Fluo4 calcium flux; active compounds read low; B-score at 10 µM; 0.39% of 300,000 active; AID 2247;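 active = B-score over 3 SD under the library average, no early fluorescence shift, positive overall ratio signal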
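Assay system: Stable TRPC4beta/mu-opioid receptor HEK293 cells | Reagent: DAMGO in two steps, submaximal then maximal | Compound dosing: Single concentration per test compound | Signal: Fluo4 Ca2+ flux fluorescence | Evaluation: Per-well B score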
SKKanGAS inh: inhibitors of SKKanGAS S. pyogenes growth in kanamycin (SK-promoter or general growth effect); BacTiter-Glo, 6 h; inhibition, % at 7.5 µM; 1.3% of 300,000 active;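 active = mean replicate score, as percent of positive control median, at least 50; inconclusive = mean below 50 but one replicate at or above 50; inactive = mean and every replicate below 50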;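 note: strain carries kanamycin resistance gene driven by streptokinase promoter and grows in 40 µg/ml kanamycin; loss of luminescence reflects streptokinase promoter inhibition or plain growth inhibition; 0% = median of DMSO wells and 100% = positive control at its reference dose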
ANO1 activ: activates or potentiates the mouse TMEM16A chloride channel | Q8BHY3 | HEK293 TMEM16A/YFP-H148Q/I152L, iodide quench fluorescence; active compounds read low | B-score at 10 µM | 0.3% of 340,000 active | AID 623877;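 active = fluorescence-ratio B-score plate-corrected deviation score at least 3 library SD below zero, with starting fluorescence score within 5 deviations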;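 note: channel opened by trigger with iodide after compound preincubation; score built on the fluorescence ratio of max minus min over baseline; more negative score means more quench and so TMEM16A activation or potentiation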
MrgX1 allo act: allosterically activates human MrgX1 receptor signaling; AID 588675; MrgX1-HEK293, Fluo-4 calcium flux, FDSS; active compounds read high; B-score at 10 µM; 0.63% of 310,000 active;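 active = plate-corrected calcium response at least 3 library SD above typical, normal starting fluorescence, not activating the receptor alone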;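 note: compound read alongside a low EC10 to EC30 dose of BAM8-22 agonist; peak minus trough fluorescence over baseline measured at the second addition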
MrgX1 ag: activates human MrgX1 receptor signaling. 0.44% of 310,000 active. MrgX1-HEK293 cells, Fluo-4 calcium fluorescence, agonist mode; active compounds read high. Q96LB2. B-score at 10 µM;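 active = calcium response B-score plate-corrected fluorescence ratio at least 3 library SD, with starting fluorescence B-score inside 5 SD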
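times = overnight plating, then 30 min 37 °C plus 30 min room-temperature dye loading | assay system = stable human MrgX1 HEK293 cell line | input = fifteen thousand cells per well | signal = kinetic calcium dye fluorescence, Fluo-4 NW | dosing = compound delivered in addition one of three | read-out = B-scored fluorescence response ratio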
TRPC6 activator: mouse TRPC6 channel activation. B-score at 10 µM. HEK293-TRPC6 membrane potential dye fluorescence; active compounds read high. AID 2550. 0.13% of 310,000 active;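 active = B-score of the integrated fluorescence ratio above library mean plus 3 SD, and starting fluorescence ratio within library mean plus 5 SD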;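 note: higher score means more depolarization so channel activation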
An asterisk follows results filed as active; i = inactive; u = inconclusive; x = no result given.

SMILES | TMEM16A inh | TRPC6 inhibitor | TRPC4 agonist | TRPC4 potent | MrgX1 antagonist | TRPC4 block | SKKanGAS inh | ANO1 activ | MrgX1 allo act | MrgX1 ag | TRPC6 activator
COc1ccc(OC)c(-c2csc(N(C)C(=O)c3ccco3)n2)c1 | i | i | i | i | i | i | -13 | i | i | i | i
Cc1cc([N+](=O)[O-])nn1CC(=O)N/N=C/c1ccccc1O | i | i | i | i | i | i | 27 | i | i | i | i
CCOC(=O)c1ccc(NC(=O)CNS(=O)(=O)c2ccccc2)cc1 | i | i | i | i | i | i | 13 | i | i | i | i
CCOC(=O)C1CCN(c2ncnc3c2cnn3-c2ccc(Cl)cc2)CC1 | i | i | i | i | i | i | -10 | i | i | i | i
CC1CCN(C(=O)C(C)Sc2nc(-c3ccccc3)cc(C(F)(F)F)n2)CC1 (stereo not given) | i | i | i | i | i | i | 2 | i | i | i | i
CNc1ccn(C2CCCO2)c(=O)n1 (stereo not given) | i | i | i | i | i | i | -2 | i | i | i | i
COCCOCC(O)CN1CCN(c2ccc(C)cc2)CC1 (stereo not given) | i | i | i | i | i | i | 5 | i | i | i | i
CCNC(=O)C(=O)Nc1ccc([N+](=O)[O-])cc1 | i | i | i | i | i | i | 7 | i | i | i | i
Cc1cc(C)cc(CC2CC(=O)N(c3nc(C)cc(C)n3)C2=O)c1 (stereo not given) | i | i | i | i | i | i | 0 | x | i | i | i
COc1cc(CNC(C)(C)CO)cc(Br)c1OCc1ccc(Cl)cc1 | i | i | i | i | i | i | -7 | i | i | i | i
COC(=O)C1=C(C(=O)OC)[C@@H]2Nc3ccccc3[C@@]23C[C@@H](C(=O)OC)N(C(=O)c2ccc(Br)cc2)C3=N1 | x | i | i | i | x | i | 7 | x | x | x | i
O=C1CSC(c2cccc([N+](=O)[O-])c2)N1Cc1ccccc1 (stereo not given) | i | i | i | i | i | i | 1 | i | i | i | i
COc1cc(NC(=O)C/C(C)=N/NC(=O)C(OC)c2ccccc2)c(OC)cc1Cl (stereo not given) | i | i | i | i | i | i | 3 | i | i | i | i
COc1ccc(N=c2oc3cc(O)ccc3cc2C(=O)NCC2CCCO2)cc1 (stereo not given) | i | i | i | i | i | i | 5 | i | i | i | i
Cc1noc(C)c1COc1ccc(C(=O)OCC(=O)NC2CCCCC2C)cc1 (stereo not given) | i | x | x | x | i | x | x | i | i | i | x
CCCCNC(=O)COC(=O)c1c2c(nc3ccccc13)/C(=C/c1cccs1)CC2 | i | x | x | x | i | x | x | i | i | i | x
Cc1onc(-c2ccccc2)c1-c1ccnc(N)n1 | i | i | i | i | i | i | -3 | i | i | i | i
CC(=O)Nc1cccc(C(=O)OC(C(=O)c2ccc(C)cc2)c2ccccc2)c1 (stereo not given) | i | i | i | 17* | i | i | 17 | i | i | i | i
Cc1nnc(NC(=O)c2ccc(S(=O)(=O)N(C)Cc3ccccc3)cc2)o1 | i | i | i | i | i | i | u | i | i | i | i
O=C(OC1CCc2ccccc2C1=O)c1ccccc1O (stereo not given) | i | x | x | x | i | x | x | i | i | i | x

Given with tabs: three of the compounds above
smiles	TMEM16A inh	TRPC6 inhibitor	TRPC4 agonist	TRPC4 potent	MrgX1 antagonist	TRPC4 block	SKKanGAS inh	ANO1 activ	MrgX1 allo act	MrgX1 ag	TRPC6 activator
CCOC(=O)C1CCN(c2ncnc3c2cnn3-c2ccc(Cl)cc2)CC1	i	i	i	i	i	i	-10	i	i	i	i
COc1cc(NC(=O)C/C(C)=N/NC(=O)C(OC)c2ccccc2)c(OC)cc1Cl (stereo not given)	i	i	i	i	i	i	3	i	i	i	i
COc1ccc(N=c2oc3cc(O)ccc3cc2C(=O)NCC2CCCO2)cc1 (stereo not given)	i	i	i	i	i	i	5	i	i	i	i

Remaining list, next part:
SMILES | TMEM16A inh | TRPC6 inhibitor | TRPC4 agonist | TRPC4 potent | MrgX1 antagonist | TRPC4 block | SKKanGAS inh | ANO1 activ | MrgX1 allo act | MrgX1 ag | TRPC6 activator
COc1ccc(NC(=O)NCCN2C(=O)C3C4C=CC(C4)C3C2=O)cc1 (stereo not given) | i | i | i | i | i | i | -5 | i | i | i | i
Cc1ccc(NC(=S)N/N=C/c2ccc(OCCC(C)C)cc2)c(C)c1 | i | i | i | i | i | i | 17 | i | i | i | i
CCC(CC)C(=O)Nc1c(C)n(C)n(-c2ccccc2)c1=O | i | i | i | i | i | i | -1 | i | i | i | i
COc1ccc(/C=N/NC(=O)CN2CCS(=O)(=O)CC2)cc1 | i | i | i | i | i | i | -1 | i | i | i | i
COc1cccc(CC(NC(C)=O)C(=O)NC2CCN(C(=O)c3ccc(Cl)cc3)CC2)c1 (stereo not given) | x | i | i | i | x | i | 7 | i | x | x | i
Cc1ccccc1OCc1ccc(C(=O)N2CC(C)OC(C)C2)o1 (stereo not given) | i | i | i | i | i | i | 1 | i | i | i | i
NNC(=O)CNC(=O)c1ccccc1F | i | i | i | i | i | i | -1 | i | i | i | i
CCCc1c(O)nc(SC2CC(=O)N(c3cc(OC)ccc3OC)C2=O)[nH]c1=O (stereo not given) | i | i | i | i | i | i | -7 | i | i | i | i
O=C(NCCCn1ccnc1)c1cn(-c2ccccc2)nc1-c1ccccc1 | i | i | i | i | i | i | -4 | i | i | i | i
O=C(N/N=C/c1cccc(F)c1)c1csc2c1CCCC2 | i | i | i | i | i | i | 1 | i | i | i | i
Cn1cnnc1Sc1ccc(C(=O)OCC(=O)Nc2ccccc2)cc1[N+](=O)[O-] | i | i | i | i | i | i | 1 | i | i | i | i
Cc1ccccc1Nc1nc(N)nc(CN2CCN(c3ccccn3)CC2)n1 | i | i | i | i | i | i | 5 | i | i | i | i
COc1cc(C(=O)Nc2cccc(-c3nc4cc(C)ccc4o3)c2)cc(OC)c1OC | i | i | i | i | i | i | 10 | i | i | i | i
Cc1cccc(C)c1NC(=O)c1cccc2c1C(=O)N(C1CCCCC1)C2 | i | i | i | i | i | i | -1 | i | i | i | i
Cc1cc(N/C=C/C(=O)c2ccc(Br)cc2)no1 | i | i | i | i | i | i | -3 | i | i | i | i
O=C(O)c1ccc(NC(=S)NC2CCCCC2)cc1 | i | i | i | i | i | i | 0 | i | i | i | i
FC(F)Oc1ccc(/C=N/N2CCCCC2)c(OC(F)F)c1 | i | i | i | i | i | i | -8 | x | i | i | i
O=S(=O)(c1cnc[nH]1)N1CCCCCC1 | i | i | i | i | i | i | 3 | i | i | i | i
COc1cc(C(=O)OCC(=O)NCc2ccco2)cc(OC)c1OC | i | i | i | i | i | i | -5 | i | i | i | i
CCC(C)NC(=O)c1cn(CC)c2cc(N3CCN(C)CC3)c(F)cc2c1=O (stereo not given) | i | i | i | i | i | i | -4 | i | i | i | i
O=C(NCc1ccc2c(c1)OCO2)C1CCCN1S(=O)(=O)c1ccc(F)cc1 (stereo not given) | i | i | i | i | i | i | 0 | i | i | i | i
O=C1CCN(CCc2ccccc2)CCN1CCOc1ccccc1 | i | i | i | i | i | i | 1 | i | i | i | i
CC1CCCCN1S(=O)(=O)c1ccc(C(=O)Nc2ccccc2-c2nc3ccccc3[nH]2)cc1 (stereo not given) | i | i | i | i | i | i | 14 | i | i | i | i
CC(C)NS(=O)(=O)c1ccc(CCC(=O)N2CCC(C(N)=O)CC2)cc1 | i | i | i | i | i | i | -13 | i | i | i | i
CNC(=O)CSc1nc2[nH]ncc2c(=O)[nH]1 | i | i | i | i | i | i | 1 | i | i | i | i
CNC(=S)N1CCC(NC(=O)C23CC4CC(CC(C4)C2)C3)CC1 | i | i | i | i | i | i | -12 | i | i | i | i
COC(=O)c1ccc(OC)c(OC2CCCC2)c1 | i | i | i | i | i | i | 2 | i | i | i | i
O=C(Cn1cnc2sc(-c3ccccc3)cc2c1=O)NCc1ccccc1 | i | i | i | i | i | i | -8 | i | i | i | i
Cc1ccc(NC(=O)C(C)OC(=O)c2ccc(Cl)nc2)cc1S(=O)(=O)N1CCOCC1 (stereo not given) | i | i | i | i | i | i | -18 | i | i | i | i
CCCCn1c(NC(=O)c2ccccc2)nc2ccccc21 | i | i | i | 52* | i | -6* | 41 | i | i | i | i
COc1ccc(NC(=O)COc2cccc(-n3cnnn3)c2)cc1Cl | i | i | i | i | i | i | 0 | i | i | i | i
Cc1onc(-c2c(F)cccc2Cl)c1C(=O)N1CCSCC1 | i | i | i | i | i | i | 3 | i | i | i | i
COc1ccc(C2CC(c3ccccc3)=NN2c2ccc(C(N)=O)cc2)cc1 (stereo not given) | i | i | i | i | i | i | 26 | i | i | i | i
O=C(CNC(=O)c1ccco1)OCC(=O)c1ccccc1Cl | i | i | i | i | i | i | -8 | i | i | i | i
Cc1sc(NC(=O)CSC2=NCCS2)nc1-c1ccccc1 | i | i | i | i | i | i | 8 | i | i | i | i
COc1ccc(OC(C)C(=O)NCCC2=CCCCC2)cc1 (stereo not given) | i | i | i | i | i | i | -2 | i | i | i | i
COCC1CCCCN1C(=O)c1cc(COc2ccc3ncccc3c2)on1 (stereo not given) | i | i | i | i | i | i | -11 | i | i | i | i
Cc1cc(C(=O)NNC(=O)c2ccc(C(F)(F)F)cc2)no1 | i | i | i | i | i | i | 0 | i | i | i | i
COc1ccccc1-n1cc([C@@H]2C[C@H]3CN(c4ccccc4)C(=O)[C@]34CCCN24)cn1 | i | i | i | i | i | i | 12 | i | i | i | i
O=C(Nc1cccc(NC(=O)c2ccco2)c1)c1ccccc1 | i | i | i | i | i | i | -6 | i | i | i | i
CC(C)(C)C(=O)N1CCN(c2nc3ccc(Br)cc3s2)CC1 | i | i | i | i | i | i | -6 | i | i | i | i
COc1ccc(/C=N/N2C(C)CCCC2C)cc1OC (stereo not given) | i | i | i | i | i | i | -1 | i | i | i | i
Oc1ccccc1Nc1nc(NCC2CCCO2)c2ccccc2n1 (stereo not given) | i | -15* | i | i | i | i | 2 | i | i | i | i
Cc1ccc(O)c(CNc2ccccn2)c1 | i | i | i | i | i | i | 0 | i | i | i | i
